HP1b chromo inh: inhibitors of HP1-beta chromodomain binding to methylated histone tails | 390,000 tested, 0.56% active | AlphaScreen HP1-beta / biotin-H3K9me3 peptide binding | Potency, µM (titrated, usually from 114 µM), without a hit: top-dose activity change, negative = inhibition, most hits filed as inhibitors | P83916 | AID 540317; also: nearly all actives have a fitted effect of over 70% in size; inactives centre near 23
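Compound inhibition of the preformed complex between 50 nM HP1-beta and 50 nM biotinylated H3K9me3 peptide was read by AlphaScreen. Buffer was PBS pH 7.4 with 0.01% Tween-20. Incubations ran 30 min at room temperature, with 10 ug/mL donor/acceptor beads.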
BAZ2B inh: inhibitors of human BAZ2B bromodomain. Q9UIF8. AlphaScreen BAZ2B-H3K14Ac peptide displacement. Potency, µM (titrated, usually from 114 µM), for the others: at the top dose activity change, negative = inhibition, actives largely listed as inhibitors. 360,000 tested, 4.4% active. AID 504333; also: % is scaled to controls: 0 for no effect and ±100 for the full control effect; nearly all actives have a fitted effect of over 60% in size
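BAZ2B (50 nM) with biotin-H3(5-23)K14Ac peptide (50 nM) in PBS pH 7.4, 0.01% Tween-20, preformed 30 min, then compound 30 min at room temperature; top concentration 110uM. AlphaScreen streptavidin donor/nickel chelate acceptor beads (10 ug/mL final), 20 min dark, signal read.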
GLS inhibitor: blocks human kidney-isoform glutaminase activity. GLS enzymatic activity, qHTS titration. Potency, µM (series often up to 45.5 µM), for the others: at the top dose activity change, negative = inhibition, hits mostly inhibitors. 410,000 tested, 0.21% active; also: % is scaled to controls: 0 for no effect and ±100 for the full control effect
Target sequence (O94925 whole entry, looked up, canonical isoform): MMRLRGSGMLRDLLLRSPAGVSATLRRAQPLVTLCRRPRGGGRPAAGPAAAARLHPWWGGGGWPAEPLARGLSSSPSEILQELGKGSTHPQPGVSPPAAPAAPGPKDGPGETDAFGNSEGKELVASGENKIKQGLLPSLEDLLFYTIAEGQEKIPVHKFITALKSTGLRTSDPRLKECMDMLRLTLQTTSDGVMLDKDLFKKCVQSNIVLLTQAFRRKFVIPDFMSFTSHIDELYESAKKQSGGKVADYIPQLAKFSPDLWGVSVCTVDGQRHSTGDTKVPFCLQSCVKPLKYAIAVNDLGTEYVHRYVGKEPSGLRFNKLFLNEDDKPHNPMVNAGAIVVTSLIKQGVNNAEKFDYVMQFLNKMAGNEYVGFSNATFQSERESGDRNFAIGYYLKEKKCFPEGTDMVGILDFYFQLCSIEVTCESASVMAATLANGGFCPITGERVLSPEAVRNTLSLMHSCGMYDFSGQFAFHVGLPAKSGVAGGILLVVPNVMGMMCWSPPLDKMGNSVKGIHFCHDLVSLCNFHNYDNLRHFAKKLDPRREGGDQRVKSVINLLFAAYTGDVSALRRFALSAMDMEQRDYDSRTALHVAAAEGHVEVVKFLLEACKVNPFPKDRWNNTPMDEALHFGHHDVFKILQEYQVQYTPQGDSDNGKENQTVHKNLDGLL
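Read-out is an Amplex red fluorescence increase coupled through glutamate oxidase and HRP, measured before and after 30 min room-temperature incubation. hKGA is in 45 mM KH2PO4 (pH 8.2) with 0.02% Tween-20; glutamine added as 1mM solution.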
JMJD2A Tudor: JMJD2A Tudor domain (human) inhibition; AID 504339; AlphaScreen JMJD2A-Tudor / H3K4me3 peptide binding; Potency, µM (highest dose often 114 µM), for the others: top-dose activity change, negative = inhibition, hits mostly inhibitors; 390,000 tested, 4.4% active; O75164; also: % is scaled to controls: 0 for no effect and ±100 for the full control effect; nearly all actives have a fitted effect of over 50% in size
Pol iota inh: blocks human DNA polymerase iota activity | Potency, µM (doses to about 115 µM), for inactives: top-dose activity, negative = inhibition, usual class: inhibitors | AID 588590 | 390,000 tested, 1% active | Pol iota fluorescent replication assay, 10 min
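Pol iota at 10 nM preincubated 15 min with compounds at room temperature; reaction started with fluorescent substrate, 50 nM final. Fluorescence read kinetically at 0 and 10 min; buffer-only wells as negative control.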
BLM helicase inh: Bloom syndrome helicase (human) inhibition. recombinant BLM DNA unwinding, fluorescence dequenching. Potency, µM (doses to about 56.1 µM), without a hit: at the top dose activity change, negative = inhibition, actives largely listed as inhibitors. 350,000 tested, 0.2% active. P54132;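 also: plate controls were vehicle for no effect and no enzyme for full effect; nearly all actives have a fitted effect of over 35% in size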
G9a block: blocks human histone lysine methyltransferase G9a; Potency, µM (doses to about 102 µM), inactives show top-dose activity, negative = inhibition, usual class: inhibitors; 350,000 tested, 8.8% active; G9a H3K9 monomethylation, AlphaScreen, 2 h; also: % is scaled to controls: 0 for no effect and ±100 for the full control effect; nearly all actives have a fitted effect of over 75% in size
Target sequence (Q96KQ7 913-1193 limits assumed): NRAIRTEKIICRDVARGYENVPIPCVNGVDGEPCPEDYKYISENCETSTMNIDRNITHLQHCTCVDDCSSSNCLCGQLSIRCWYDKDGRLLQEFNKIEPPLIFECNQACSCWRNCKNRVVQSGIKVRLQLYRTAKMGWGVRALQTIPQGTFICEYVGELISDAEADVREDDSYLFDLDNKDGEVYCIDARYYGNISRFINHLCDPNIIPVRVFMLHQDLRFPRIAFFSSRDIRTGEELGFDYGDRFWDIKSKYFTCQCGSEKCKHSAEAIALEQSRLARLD
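Quantitative HTS format: methyltransferase activity on a biotin-tagged H3K9 peptide is measured by AlphaScreen, using a rabbit anti-monomethyl-H3K9 antibody with streptavidin donor and anti-IgG acceptor beads. Final levels are 20 nM enzyme, 500 nM peptide, 20 uM SAM; 2 h RT.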
Pin1 inhibitor: human Pin1 inhibition. Pin1 FP peptide displacement, HiFluor488, 10 min. AID 504891. Potency, µM (series often up to 115 µM), for inactives: at the highest dose activity, negative = inhibition, usual class: inhibitors. 390,000 tested, 0.009% active; active = well fitted inhibition curve with a large enough effect in the polarisation, with a control signal flat, not every such curve was filed as active; inconclusive = small, poorly fitted or top-dose-only effect, or effect the other way, or a change in a side signal; inactive = no such curve, though single readings can be large or run the other way; the % refers to the polarisation; also: % is scaled to controls: 0 for no effect and ±100 for the full control effect
PGK inhibitor: blocks T. brucei phosphoglycerate kinase; P07378; 380,000 tested, 0.043% active; Potency, µM (titrated, usually from 57.5 µM), for the others: at the top dose activity change, negative = inhibition, actives largely listed as inhibitors; PGK/GAPDH coupled, Kinase-Glo luminescence, 60 min; AID 602233; also: % is scaled to controls: 0 for no effect and ±100 for the full control effect; nearly all actives have a fitted effect of over 60% in size
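Luminescent ATP detection (Kinase-Glo Plus) follows a 60-minute room-temperature incubation, with wells lacking PGK as controls. Buffer: 100 mM TEA (pH 7.6), 5 mM MgCl2, 0.01% Tween-20. Coupling enzyme GAPDH (100 nM final) supplies unstable 1,3-BPG in-well.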
* marks the source's active call; other numbers are inactive results; i = inactive; u = inconclusive; x = no result given; [ ] = remark or other dose. Unless noted, calls follow the shape of the dose curve; as a rule, active = well fitted curve in the direction sought with a large enough effect; inconclusive = small, poorly fitted or top-dose-only effect, or another doubt; inactive = no such curve, though single readings can be large; an effect the other way counts as inactive or inconclusive. Potency is read from the fitted curve at half-maximal effect.

entry	canonical_smiles	HP1b chromo inh	BAZ2B inh	GLS inhibitor	JMJD2A Tudor	Pol iota inh	BLM helicase inh	G9a block	Pin1 inhibitor	PGK inhibitor
1	Cc1ccc(NC(=O)Cn2ncc3ccccc32)c(Cl)c1	50%[activator]	0%	-7%	11%	2%	-5%	9%	u	-7%
2	COc1ccccc1C1NC(=O)NC(C)=C1C(=O)OC1CCCCC1 (centres undefined)	18%	-4%	-16%	-21%	-25%	-14%	-2%[59 µM]	0%	-11%
3	O=C(CC(c1ccccc1)c1cc(Br)ccc1O)NCc1ccco1 (centres undefined)	-10%	u	-9%	-19%	-15%	-6%	u	4%	0%
4	CN(C)/C=N/C(=S)Nc1ccc(Cl)cc1	5%	-25%	-7%	-23%	13%	-4%	-5%	-3%	i
5	CCCCN(C(=O)c1cc2c(s1)CCC2)c1c(N)n(CCC)c(=O)[nH]c1=O	u	u	-16%	u	20µM*	x	45µM*	-11%	-11%
6	COc1ccc(C(CC(=O)NCc2ccccc2)Sc2n[nH]c(-c3ccc(Cl)cc3)n2)cc1 (centres undefined)	20%	7%	2%	-17%	10%	0%	25µM*	-2%	i
7	COc1nccnc1NS(=O)(=O)c1ccc(NCc2ccccc2O)cc1	11%	-20%	-3%	-21%	1%	-1%	-18%	-4%	i
8	COC(=O)c1c(NC(=O)C2(C)Cc3ccccc3C(=O)O2)sc2c1CCCC2 (centres undefined)	u	-29%	4%	-20%	-5%	-8%	20µM*	16%	x
9	COc1cccc(-n2c(C)cc(/C=C3/C(=N)N4C(=NC3=O)SN=C4S(C)(=O)=O)c2C)c1	-11%	56µM*	-10%	u	u	-23%	45µM*	u	-9%
10	COc1ccc(CCNC(=O)CSc2ccc(-c3ccncc3)nn2)cc1	18%[57 µM]	-24%	-4%	-4%	14%	0%	-10%	-1%	5%
11	Cc1nc2ncccn2c1-c1csc(Nc2ccc(N(C)C)cc2)n1	u	32µM*	0%	28µM*	88%[activator]	-1%	7.9µM*	u	-2%
12	Cc1ccc(C(=O)NCC(=O)OCC(=O)Nc2ccccc2C#N)s1	25%	-5%	3%	-1%	13%	-3%	-8%	1%	-8%
13	COC(=O)c1ccc(NC(=O)CSc2nnc(COc3ccccc3)n2C)cc1	14%	-1%	-1%	-18%	2%	0%	-3%[59 µM]	-5%	-9%
14	COc1ccc(C(=O)N/N=C/c2cn[nH]c2-c2ccc(OC)cc2OC)cc1	35%	-2%	3%	-9%	8%	-3%	10%	10%	i
15	CS(=O)(=O)c1ccc(Cl)c(NC(=O)CSc2nncn2-c2ccccc2)c1	-14%	-4%	19%	-15%	16%	-24%	-5%	3%	i
16	Cc1ccsc1C(=O)NCCc1ccco1	15%	56µM*	-8%	u	40µM*	x	0%[12.7 µM]	-2%	-16%
17	O=C(C1CCCN1S(=O)(=O)c1ccc(Br)cc1)N1CCOCC1 (centres undefined)	19%	-1%	0%	-10%	46%[activator]	-1%	x	3%	i
18	COc1ccc(Cl)cc1NC(=O)CN(C)C(=O)c1cc(=O)c2ccccc2o1	11%	11%	2%	-2%	u	x	-3%[12.7 µM]	1%	-9%
19	CCOC(=O)c1ccc(NC(=O)C2CCN(S(=O)(=O)Cc3ccccc3)CC2)cc1	113%[activator]	41%[activator]	-3%	42%[activator]	27%	-9%	44%[activator][59 µM]	-3%	11%
20	Cc1c2cnn(CC(=O)NCCN3CCOCC3)c(=O)c2c(C)n1Cc1ccccc1F	31%	x	1%	-8%	-15%	x	x	-2%	8%
21	Cc1ccc2c(c1)NC(c1cccs1)C1=C(CC(C)(C)CC1=O)N2 (centres undefined)	2%	-15%	-15%	-18%	156%[activator]	-1%	-32%	-2%	-6%
22	COc1ccc(NC(=O)/C=C/c2ccc(S(=O)(=O)N3CCOCC3)cc2)cc1	31%[activator]	-16%	1%	11%	7%	x	2%[12.7 µM]	-5%	-3%
23	CCCn1c(SCC(=O)Nc2sc(C)c(C)c2C(=O)OCC)nc2c1c(=O)n(C)c(=O)n2C	24%	12%	3%	33%	24%	2%	-3%	u	1%
24	CN1CCN(C(CNC(=O)Nc2ccc(Cl)cc2)c2ccc(F)cc2)CC1 (centres undefined)	26%	0%	-12%	-9%	66%[activator]	0%	2%	-3%	-7%
25	CC(=O)c1cn(N(C)c2ncc(C(F)(F)F)cc2Cl)c(=O)[nH]c1=O	34%	u	0%	-7%	19%	0%	24%	6%	-7%
26	CCOC(=O)c1cc(S(=O)(=O)NCc2ccc(C)cc2)[nH]n1	22%[57 µM]	50µM*	-13%	-15%	-1%	1%	5.6µM*	0%	-8%
27	Fc1ccccc1COc1ccc(Br)cc1CNCc1cccnc1	61%[activator]	u	2%	-6%	u	-13%	u	-4%	-4%
28	Cc1c(C)n(Cc2ccccc2)c2ccc(C(=O)O)cc12	-26%	x	1%	-19%	u	x	x	0%	-3%
29	O=C(NCC1CCCO1)NC1(C(F)(F)F)Oc2ccccc2O1 (centres undefined)	26%	8%	7%	-16%	-8%	0%	u	2%	5%
30	C/C(=N\NC(=O)CNc1cccc(C(F)(F)F)c1)c1ccc(Br)cc1	22%	-8%	-5%	2%	4%	-9%	-43%[59 µM]	4%	-1%

Part of the list above in order of formula weight, falling:
entry	canonical_smiles	HP1b chromo inh	BAZ2B inh	GLS inhibitor	JMJD2A Tudor	Pol iota inh	BLM helicase inh	G9a block	Pin1 inhibitor	PGK inhibitor
19	CCOC(=O)c1ccc(NC(=O)C2CCN(S(=O)(=O)Cc3ccccc3)CC2)cc1	113%[activator]	41%[activator]	-3%	42%[activator]	27%	-9%	44%[activator][59 µM]	-3%	11%
10	COc1ccc(CCNC(=O)CSc2ccc(-c3ccncc3)nn2)cc1	18%[57 µM]	-24%	-4%	-4%	14%	0%	-10%	-1%	5%
29	O=C(NCC1CCCO1)NC1(C(F)(F)F)Oc2ccccc2O1 (centres undefined)	26%	8%	7%	-16%	-8%	0%	u	2%	5%

The list continues:
entry	canonical_smiles	HP1b chromo inh	BAZ2B inh	GLS inhibitor	JMJD2A Tudor	Pol iota inh	BLM helicase inh	G9a block	Pin1 inhibitor	PGK inhibitor
31	Cc1cccc(NC(=S)NC2CCCC2)c1C	28%	0%	-1%	-16%	7%	-7%	-11%	-6%	-8%
32	COC(=O)CN1C(=O)C(O)(CC(=O)c2ccc(F)cc2)c2ccccc21 (centres undefined)	28%	-1%	-3%	9%	56%[activator]	-1%	-9%[59 µM]	1%	-2%
33	Cc1ccc(S(=O)(=O)Nc2ccc3c(c2)CCCN3C(=O)c2cccs2)cc1C	11%	-24%	11%	-15%	-8%	-7%	9%[12.7 µM]	6%	i
34	CN(C(=O)c1ccc(NC(=O)Cc2ccc(NC(=O)C3CCCN(C(=O)C4CCCC4)C3)cc2)cc1)C1CC1 (centres undefined)	26%	-4%	-2%	-16%	21%	x	8%[0.501 µM]	6%	0%
35	CN1CCC(CC(C(=O)N2CCCC2)(c2ccccc2)c2ccccc2)C1 (centres undefined)	30%[57 µM]	x	-7%	-6%	22%	x	x	2%	i
36	O=C(c1ccncc1)N1CCN(S(=O)(=O)c2ccccc2F)CC1	38%	x	-12%	0%	81%[activator]	x	x	1%	-11%
37	Cc1cc(=O)[nH]c(S/C=C/c2ccccc2)n1	33%	7%	2%	-3%	22%	-5%	6%[12.7 µM]	-4%	-5%
38	Cc1noc2ncnc(Sc3c(Cl)cccc3Cl)c12	78%	-2%	9%	0%	-7%	-2%	6%	1%	7%
39	CC1CC(C)CN(S(=O)(=O)CC23CCC(CC2=O)C3(C)C)C1 (centres undefined)	29%	7%	-17%	12%	15%	-2%	46%[activator]	0%	i
40	COc1ccc(S(=O)(=O)/N=C2\C=C(Nc3ccc(O)cc3)C(=O)c3ccccc32)cc1	10µM*	8.9µM*	8.9µM*	5.6µM*	u	u	8.9µM*	-6%	-2%
41	O=C(COC(=O)c1ccc(Cl)nc1)NNC(=O)c1ccc(Br)cc1	42%	11%	-4%	5%	24%	x	10%[59 µM]	16%	-9%
42	O=C(O)COn1c(-c2ccccc2)nc2ccc(Cl)cc21	29%	-27%	10%	-11%	15%	-1%	x	-3%	-6%
43	Nc1nc(Cl)cc(Oc2ccc(Cl)cc2)n1	39%[activator]	-13%	2%	-8%	-17%	-5%	26%	2%	2%
44	COc1ccc(CN2CCN(c3ncccn3)CC2)c(OC)c1	u	-5%	3%	u	15%	0%	u	-16%	i
45	COc1ccc(-n2c(O)c(C=NCc3ccccn3)c3ccccc3c2=O)c(OC)c1	26%	-21%	-5%	-15%	113%[activator]	-1%	4%	-4%	-5%
46	CCOC(=O)c1sc2ccccc2c1S(=O)(=O)Nc1c(C)cccc1C	-7%	1%	-7%	-23%	21%	-6%	7%[59 µM]	2%	-1%
47	CCCC(=O)N(c1ccc(F)cc1)C1C=CS(=O)(=O)C1 (centres undefined)	6%	8%	5%	-13%	-5%	-4%	x	3%	-5%
48	COc1ccc(C(=O)Oc2cccnc2)cc1OC	17%	14%	2%	-6%	0%	-11%	-48%[12.7 µM]	-5%	-5%
49	CCN1CCN(C(c2ccc(SC)cc2)c2c(O)cc(C)n(Cc3ccco3)c2=O)CC1 (centres undefined)	-13%[57 µM]	-13%	5%	79µM*	u	-4%	u	37%[activator]	9%
50	O=C(NC1CCCCC1)C(c1cccnc1)N(C(=O)CCl)c1ccccc1Cl (centres undefined)	46%[activator]	7%	-6%	3%	130%[activator]	5%	11%[59 µM]	-2%	i
51	O=C(C1=C[C@@H](c2csc3ccccc23)C[C@@H](OCCCCO)O1)N1CCN(Cc2ccc3c(c2)OCO3)CC1	-7%	u	17%	u	-11%	-15%	u	20%	4%
52	Cc1cc(C)n(-c2ccc(C(=O)O)cc2[N+](=O)[O-])n1	13%	-3%	-6%	-12%	29%	0%	-36%	-23%	-8%

The list is partial; rates above refer to the full screens.
